Compound activity from PubChem.
CHRM4 antagonist – CHRM4 antagonism in calcium assay. P08173. CHO-hM4 cells, ACh EC80, Fluo-8 calcium fluorescence. inhibition, % at 3 µM. hit rate 0.73% among 360,000. AID 624125;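 active means inhibition above its plate's cutoff, the mean inhibition of sample wells plus 3 SD, cut at about 27% in these data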;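 further: 0% = acetylcholine EC80 with DMSO and 100% = DMSO without agonist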
M1 PAM – human CHRM1 positive allosteric modulation. P11229. activation, % at 3 µM. CHO-K1 hM1, Fluo-8 calcium fluorescence, ACh EC20; 0% = ACh EC20, 100% = maximal ACh. hit rate 0.088% among 360,000; in the data active means activation above about 19%, passing the limit was not always enough
Target sequence (P11229 whole entry, looked up): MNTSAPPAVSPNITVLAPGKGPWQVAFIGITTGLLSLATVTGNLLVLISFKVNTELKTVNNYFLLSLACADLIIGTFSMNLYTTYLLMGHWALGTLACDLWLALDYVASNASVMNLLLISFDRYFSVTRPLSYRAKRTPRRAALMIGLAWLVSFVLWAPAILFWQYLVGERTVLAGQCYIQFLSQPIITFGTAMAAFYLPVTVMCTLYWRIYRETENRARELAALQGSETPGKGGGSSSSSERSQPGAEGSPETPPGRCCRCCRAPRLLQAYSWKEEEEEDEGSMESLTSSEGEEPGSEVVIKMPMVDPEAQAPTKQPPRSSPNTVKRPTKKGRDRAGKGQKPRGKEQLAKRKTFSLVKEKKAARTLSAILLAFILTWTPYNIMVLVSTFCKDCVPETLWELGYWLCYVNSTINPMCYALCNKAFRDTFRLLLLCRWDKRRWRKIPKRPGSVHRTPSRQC
M5 PAM – CHRM5 positive allosteric modulation; P08912; CHO-K1 hM5, Fluo-8 calcium, ACh EC20 PAM; 0% = ACh EC20, 100% = ACh EC100; activation, % at 3 µM; hit rate 0.3% among 360,000; AID 624038;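 active means activation above the run cutoff, the mean activation of all test compounds plus 3 SD, cut at about 18% in these data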
Target sequence (P08912 whole entry, looked up): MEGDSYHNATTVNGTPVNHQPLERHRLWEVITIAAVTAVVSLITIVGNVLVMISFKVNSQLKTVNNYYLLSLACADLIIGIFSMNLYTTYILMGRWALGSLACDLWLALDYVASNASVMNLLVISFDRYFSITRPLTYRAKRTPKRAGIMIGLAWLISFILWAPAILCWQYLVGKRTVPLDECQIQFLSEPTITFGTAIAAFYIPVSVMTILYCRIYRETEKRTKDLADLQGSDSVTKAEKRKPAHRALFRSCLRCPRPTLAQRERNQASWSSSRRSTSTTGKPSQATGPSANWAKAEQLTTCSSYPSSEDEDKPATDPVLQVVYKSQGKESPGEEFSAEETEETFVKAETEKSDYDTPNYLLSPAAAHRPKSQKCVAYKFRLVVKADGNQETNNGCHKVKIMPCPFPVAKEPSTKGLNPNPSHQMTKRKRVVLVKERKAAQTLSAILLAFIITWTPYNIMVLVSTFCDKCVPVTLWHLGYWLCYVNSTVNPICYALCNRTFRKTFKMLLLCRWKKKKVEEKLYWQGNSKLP
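System: CHO-K1 cell line with stable human muscarinic M5 receptor expression | Also added: EC20 acetylcholine as agonist stimulus | Compound: One concentration, 3 µM final (nominal) | Timing: Fluo-8 loading 80 min at 37 °C plus 30 min room temperature | Measured by: Fluo-8 calcium dye fluorescence, kinetic read | Read-out basis: % activation, ACh-normalized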
CHRM5 agonist – CHRM5 agonism in calcium assay | CHO-K1 hM5 cells, Fluo-8 calcium fluorescence; 0% DMSO wells, 100% maximal acetylcholine response | activation, % at 3 µM | hit rate 0.19% among 360,000;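 active means activation above the run's mean over test compounds plus 3 SD, cut at about 23% in these data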;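 further: signal is peak over basal fluorescence ratio across the kinetic read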
M5 antag – CHRM5 antagonism in calcium assay; P08912; CHO-hM5 cells, Fluo-8 calcium fluorescence, ACh EC80; inhibition, % at 3 µM; hit rate 0.59% among 360,000; AID 624040;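 active means inhibition above a per-plate cutoff, the mean of that plate's test compounds plus 3 SD, cut at about 27% in these data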;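 further: 0% = acetylcholine EC80 with DMSO and 100% = DMSO without agonist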
M4 PAM – positive allosteric modulators of human muscarinic M4 receptor; activation, % at 3 µM; hit rate 0.4% among 360,000; CHO-K1 hM4/Gqi5, Fluo-8 calcium fluorescence, ACh EC20; 0% = ACh EC20, 100% = maximal ACh; P08173;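 active means activation above its plate's cutoff, the mean activation of sample wells plus 3 SD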; further: some results filed as inactive read as strong as hits
M4 ag – agonists of human muscarinic M4 receptor (CHRM4); P08173; CHO-K1 hM4/Gqi5, Fluo-8 calcium fluorescence; vehicle 0%, full acetylcholine response 100%; activation, % at 3 µM; hit rate 0.14% among 360,000;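 active means activation above the run mean over all test wells plus 3 SD, cut at about 32% in these data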;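 further: peak over basal fluorescence ratio per well then scaled between controls; 0% = DMSO wells and 100% = acetylcholine at EC100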
CHRM1 antagonist – antagonists of human M1 muscarinic receptor; CHO-K1 hM1, Fluo-8 calcium fluorescence, ACh EC80 antagonist; hit rate 1.3% among 360,000; P11229; inhibition, % at 3 µM; AID 588852;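 active means percent inhibition above its own plate's cutoff, namely the mean of that plate's compound wells plus 3 SD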;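 further: peak over basal fluorescence ratio during 140 s after agonist addition; 0% = ACh EC80 plus DMSO and 100% = DMSO alone without agonist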
CRFR2-BP ag – CRF-BP/CRF-R2 complex agonism; HEK293 CRF-R2/CRF-BP, calcium dye fluorescence (FLIPR); percent of saturating CRF peptide response; AID 588473; hit rate 0.46% among 350,000; activation, % at 13.2 µM;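 active means activation of at least 50%, plus an integration ratio under a set limit after plate pattern correction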;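 further: plate controls were neutral control wells without compound for no effect and CRF at EC100 for full effect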
An asterisk follows results filed as active; nt = not tested or not shown.

SMILES	CHRM4 antagonist	M1 PAM	M5 PAM	CHRM5 agonist	M5 antag	M4 PAM	M4 ag	CHRM1 antagonist	CRFR2-BP ag
CC1CCc2sc(C(=O)Nc3nnc(SCc4ccc(F)cc4)s3)cc2C1 (centres undefined)	-6	3	-7	-4	-6	-2	0	-1	0.8
CCN(CC)C(=O)c1ccc(C(=O)c2ccccc2)cc1	9	-5	-10	2	13	-6	0	-11	-0.2
S=c1[nH]nc(-c2ccncc2)n1/N=C/c1ccccc1Cl	-5	9	7	7	-4	0	0	-16	-2.4
Cc1ccc(S(=O)(=O)NNc2nnc(C)c(=O)[nH]2)cc1	1	13	3	0	0	-2	1	-8	0.9
O=C(CSc1ccc(Cl)cc1)N1N=CCC1c1ccccc1 (centres undefined)	-2	-7	-4	-18	6	-4	3	1	-1.6
O=C(CNC(=O)c1ccc(F)cc1)NCc1ccc(S(=O)(=O)N2CCOCC2)cc1	7	2	6	1	1	-1	1	-3	-0.8
CC(NC(=O)Nc1ccc(Cl)cc1)C1CCCO1 (centres undefined)	1	6	-5	-2	13	4	1	-10	-2.0
COc1ccc(NC(=O)c2cc(-c3ccc(F)cc3OC)n[nH]2)c(OC)c1	-7	-15	-8	5	1	-5	12	16	nt
COc1ccc(OC)c(N=C2C(=O)Nc3ccccc32)c1	24	1	6	-3	10	17	3	-4	-1.4
COC(=O)c1sccc1NC(=S)N1CCN(c2ccc(F)cc2)CC1	-32	2	-4	-3	-5	-1	0	-6	1.2
CSCCNCc1c(C(=O)N2CCOCC2)nc2c(C)cccn12	-10	10	2	2	2	8	0	-19	0.9
O=C(Nc1ccc(NS(=O)(=O)c2ccccc2)cc1)c1ccc(Cl)cc1	1	3	-7	-6	11	-3	5	-3	-0.4
O=C(CN1CCCCCC1)N1c2ccccc2Sc2ccccc21	94*	-23	-34	-14	94*	-22	-1	99*	1.6
CC(=O)N1CCc2cc(NC(=O)C3(C)CCN3CCc3ccccc3)ccc21 (centres undefined)	-16	-1	-6	-2	4	-1	8	-17	nt
Brc1ccccc1OCCOCCOc1cccc2cccnc12	1	-1	-2	-2	-3	2	3	2	-1.7

4 structures from above, arranged by formula weight, falling.
SMILES	CHRM4 antagonist	M1 PAM	M5 PAM	CHRM5 agonist	M5 antag	M4 PAM	M4 ag	CHRM1 antagonist	CRFR2-BP ag
CC1CCc2sc(C(=O)Nc3nnc(SCc4ccc(F)cc4)s3)cc2C1 (centres undefined)	-6	3	-7	-4	-6	-2	0	-1	0.8
CC(=O)N1CCc2cc(NC(=O)C3(C)CCN3CCc3ccccc3)ccc21 (centres undefined)	-16	-1	-6	-2	4	-1	8	-17	nt
S=c1[nH]nc(-c2ccncc2)n1/N=C/c1ccccc1Cl	-5	9	7	7	-4	0	0	-16	-2.4
COc1ccc(OC)c(N=C2C(=O)Nc3ccccc32)c1	24	1	6	-3	10	17	3	-4	-1.4

(more compounds)
SMILES	CHRM4 antagonist	M1 PAM	M5 PAM	CHRM5 agonist	M5 antag	M4 PAM	M4 ag	CHRM1 antagonist	CRFR2-BP ag
Cc1cc(SCC(=O)N/N=C/c2ccc(C(=O)O)cc2)nc2ccccc12	0	9	0	-4	-2	3	2	-14	-0.1
CC(C)N=C(Nc1cccnc1)c1ccccc1	-14	9	0	0	0	4	2	-14	-0.7
CC(/C=C/c1ccco1)=N/NC(=O)c1ccccc1Cl	-9	4	-4	-2	-11	24	1	-2	3.8
Cn1c(=O)n(C)c2cc(NS(=O)(=O)c3ccc4c(c3)CCCC4)ccc21	9	-1	-12	9	6	-15	7	5	-0.8
Cn1c(-c2ccccc2)cc(=O)c2ccccc21	6	1	2	2	-2	-5	1	-4	-1.0
COc1ccc(CNC(=O)CN2C(=O)C(c3ccccc3)Oc3cccnc32)cc1 (centres undefined)	-9	8	-3	3	0	1	5	-11	-7.4
Cc1[nH]nc2c1C(c1cnn(C)c1)C(C#N)=C(N)O2 (centres undefined)	-4	10	14	1	0	1	0	-6	2.7
CSC1=NCCN1C(=O)c1ccc2c(c1)OCO2	4	4	10	-2	19	2	0	-22	-0.8
CC(=O)N1CCC(C(=O)Nc2ccc(S(=O)(=O)NCCc3ccccc3)cc2)CC1	2	7	0	1	7	1	0	-11	0.8
Cc1n(N)c2ccccc2[n+]1CC(=O)c1ccccc1	-8	1	7	-2	3	3	2	7	2.3
Cc1ccc(C)c(S(=O)(=O)N/N=C/c2ccc(N3CCOCC3)cc2)c1	9	0	-7	-3	2	-7	1	2	0.3
COc1ccccc1CCNC(=O)c1ccc(OC)c(OC2CCN(C(C)C)CC2)c1	1	-3	1	-8	2	3	-1	5	-0.2
Cc1ccc(-n2c(C)cc(C(=O)Cn3nc(C(=O)O)c4ccccc4c3=O)c2C)cc1	-8	-9	-3	-2	-3	-9	1	4	-1.1
CCCOc1ccccc1C(=O)NCCCC(=O)O	-2	1	-3	-3	1	1	0	-26	0.4
CCN(CC)CCOC(=O)c1cc(Cl)c(N)cc1OC	-19	0	9	-1	-8	1	0	-22	2.1
O=C(NCCNC(=O)c1ccc(-c2cc(Cl)ccc2Cl)o1)c1cnccn1	-2	1	1	3	0	-4	2	-12	-2.2
O=C(CCC1CCCN(C(=O)COc2ccccc2)C1)N1CCN(c2ccccn2)CC1 (centres undefined)	3	4	-6	-3	7	-6	7	4	-0.7
COc1ccc(-c2nc(CN3CCC(C(=O)N4CCOCC4)CC3)c(C)o2)cc1C	-2	-1	-6	-6	11	0	-1	-1	-0.9
COC(=O)C1C2C=CC3(CN(C4CCCC4)C(=O)C13)O2 (centres undefined)	-4	12	-8	2	-1	-1	1	-11	8.2
CN1c2ccsc2C(O)=C(C(=O)Nc2ccccc2)S1(=O)=O	7	8	3	-9	-3	-4	-1	-10	0.2
Cc1cc(C(=S)N2CCOCC2)c(C)n1-c1ccc(Cl)cc1	19	-25	-1	-5	-4	-13	1	29*	0.8
O=C(NC12CC3CC(CC(C3)C1)C2)c1ccc([N+](=O)[O-])o1	5	-2	-8	-5	17	0	1	6	0.2
Cc1cc(/C=C2/NC(=O)NC2=O)c(C)n1C	-1	11	5	2	-11	-3	1	-5	1.8
O=C(CSc1nnnn1-c1ccccc1)Nc1ncc(Cc2cccc(Cl)c2Cl)s1	-1	4	-5	0	3	-1	1	-11	-1.7
CCCCn1nnnc1C(c1ccccc1)N1CCN(CC)CC1 (centres undefined)	-6	nt	-4	-6	2	20	0	nt	nt
Cc1nc(SCC(=O)NC2CCCCC2C)c(C#N)c(C)c1C (centres undefined)	-11	4	1	-12	10	7	2	-12	0.0
c1ccc(SCc2cn3cccnc3n2)nc1	-1	9	6	-2	6	-2	1	-11	-0.2
CN(C)S(=O)(=O)c1ccc(N2CCOCC2)c(C(=O)O)c1	1	10	5	0	-7	4	0	-6	0.9
COc1cc(NC(=S)NC(=O)c2c(OC)cccc2OC)ccc1NC(=O)c1cccs1	9	1	-4	3	2	4	2	0	-0.2
O=C(NN1CC(=O)N(c2cc(Cl)cc(Cl)c2)CC1=O)c1cccs1	0	7	-5	-4	13	4	0	-10	0.4
COc1cccc(OC(=O)c2cc3ccccc3oc2=O)c1	-17	3	19*	-4	-7	18*	1	0	-2.5
O=C(Oc1oc(-c2ccco2)nc1C=Nc1ccccc1)c1ccoc1	-3	0	0	0	8	7	0	1	1.2
COC(=O)C1CCN(C(=O)Cc2ccc(C)cc2)CC1	-1	9	2	-6	4	3	1	-7	0.7
ON=C1CCCCCCCC1	-14	13	4	3	-6	3	1	-19	-1.0
O=C(Cn1nc(C(F)(F)F)c2c1CCC2)NC1CCCCC1	1	11	2	-1	-2	8	0	-11	-0.6
CCN(CC)S(=O)(=O)c1ccc(NC2c3ccccc3C(=O)N2Cc2ccco2)cc1 (centres undefined)	18	-2	-11	2	8	-11	2	0	-0.7
COc1ccc(N(CC(=O)NC(C)(C)C)C(=O)CCC(=O)Nc2nccs2)cc1	-2	12	-5	-1	-1	-1	0	-22	-0.3
O=C(Nc1ncc2c(n1)-c1ccccc1CC2)C1CC1	-21	8	-7	-6	-16	8	1	-8	1.1
CN(c1ccc(F)cc1)S(=O)(=O)c1ccc(Cl)c(C(=O)Nc2ccncc2)c1	10	-18	-16	3	11	-5	11	34*	0.1
COc1ccc(S(=O)(=O)N2CCOCC2)cc1NC(=O)COc1ncnc2ccccc12	-6	0	1	-1	-2	14	2	6	-0.8
C[C@H](CO)N1C[C@H](C)[C@@H](CN(C)Cc2ccc(C(=O)O)cc2)Oc2ccc(NC(=O)Cn3cnnn3)cc2C1=O	0	9	3	1	-12	6	0	-4	0.3
O=C(N[C@H]1C/C=C\C[C@@H](CC(=O)N(CCO)Cc2ccccc2)C(=O)N[C@H](Cc2c[nH]c3ccccc23)COC1=O)OCC1c2ccccc2-c2ccccc21	2	1	-2	1	7	-2	3	-7	-1.5
COc1ccc(NC(=O)CO/N=C2\CCCc3nonc32)cc1	5	0	-4	0	4	0	2	5	0.1
CCC1ON(C(C)C)C2c3nc4ccccc4n3CC12 (centres undefined)	-12	8	7	-5	1	9	0	-11	-0.3
C=CCC1NS(=O)(=O)OC2CCCCC12 (centres undefined)	-2	-11	-2	1	-1	3	1	24	-0.2
O=C(C1CCCO1)N1CCN(S(=O)(=O)c2cc(C(F)(F)F)ccc2Cl)CC1 (centres undefined)	-23	6	-8	-3	3	13	1	-12	2.0
CCOC(=O)c1c(C)nc2ccc(Cl)cc2c1-c1ccccc1	-2	-5	7	-3	-9	-3	-1	3	10
CC1CCCC(NC(=O)CCn2c(=S)oc3ccccc32)C1C (centres undefined)	-3	16	-1	-6	9	19	0	-23	-3.0
CC1CCCCN1Cc1c(O)ccc2c(=O)c(-c3ccccc3)coc12 (centres undefined)	-14	5	0	-2	-3	0	2	-6	0.6
CCOC(=O)c1c(-c2ccc(Cl)cc2)c(C#N)c(=O)n(N)c1N	4	-3	-3	-3	12	4	0	3	1.1
C/C(=N\NC(=O)C1CC1)c1ccc(OC(F)F)cc1	-1	-4	0	-2	11	-7	0	-2	-1.6
CC(Oc1cccnc1[N+](=O)[O-])C(=O)Nc1cccc(Cl)c1 (centres undefined)	-12	-20	-3	-1	9	9	8	21	0.7
COc1ccc(-c2cn3ccccc3n2)cc1OC	-3	-1	-4	-1	0	-5	0	4	1.3
O=C(NCc1ccccc1)C1CCCN(C(=O)Nc2ccccc2)C1 (centres undefined)	2	5	-1	0	-4	7	0	-1	-0.7
Cc1[nH]c2ccccc2c1C(=O)CSc1nccc(=O)[nH]1	-7	1	5	1	3	-2	1	0	2.7
CC(C)c1csc(CN2CCC(C(=O)Nc3cccc(-c4ccco4)c3)CC2)n1	-3	-11	-5	0	0	-10	6	1	2.8
CCOCc1nnc(NC(C)=O)s1	-7	10	2	4	8	1	1	-25	-0.1
CCOc1ccccc1NC(=O)c1ccc(C(=O)Nc2ccccc2OCC)nc1	0	8	7	2	-8	3	1	-14	0.3
CS(=O)(=O)Nc1ccc(C2=NN(S(C)(=O)=O)C(c3ccc4nccnc4c3)C2)cc1 (centres undefined)	-1	10	0	2	-1	-5	2	-9	0.0
COc1ccc(C(=O)c2ccsc2N)cc1	12	14	-2	2	16	-7	2	-10	5.9
CCOc1ccc2nc(SCC(=O)NCc3ccc(S(N)(=O)=O)cc3)[nH]c2c1	-11	16	7	1	7	-2	0	-5	-0.8

Compounds as they come. About 2.8% of those tested had a hit in this group.
